NPYLR7 agonist: activates Aedes aegypti NPYLR7 receptor; AID 1259423; hit rate 0.15% among 270,000; activation, % at 10 µM; HEK293T NPYLR7/Galpha15, GCaMP6s calcium fluorescence; in the data active = activation above about 40%;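 also: 0% = vehicle and 100% = reference agonist at the receptor; some compounds past the cut are filed as inactive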
hcGAS lum: blocks human cGAS activity; Q8N884; recombinant h-cGAS, ATP depletion, Kinase-Glo luminescence; inhibition, % at 12.5 µM; hit rate 0.081% among 290,000;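 also: 0% = vehicle reaction and 100% = reaction without DNA for no activity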
Target sequence (Q8N884 whole entry, looked up): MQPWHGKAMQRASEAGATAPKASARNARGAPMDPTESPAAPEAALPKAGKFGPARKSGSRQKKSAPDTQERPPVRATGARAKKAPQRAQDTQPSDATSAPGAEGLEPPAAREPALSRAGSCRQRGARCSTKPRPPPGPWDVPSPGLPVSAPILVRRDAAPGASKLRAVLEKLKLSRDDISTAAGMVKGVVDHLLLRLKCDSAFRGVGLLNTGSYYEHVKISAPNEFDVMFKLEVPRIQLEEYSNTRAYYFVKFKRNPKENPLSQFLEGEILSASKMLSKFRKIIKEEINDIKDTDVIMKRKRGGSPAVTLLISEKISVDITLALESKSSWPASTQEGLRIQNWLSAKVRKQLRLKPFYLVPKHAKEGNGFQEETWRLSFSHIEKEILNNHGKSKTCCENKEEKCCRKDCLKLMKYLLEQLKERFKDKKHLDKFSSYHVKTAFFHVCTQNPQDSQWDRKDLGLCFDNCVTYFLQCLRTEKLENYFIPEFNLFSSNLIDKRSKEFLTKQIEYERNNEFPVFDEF
mcGAS inh: mouse cGAS inhibition by luminescence. AID 1259399. recombinant cGAS, Kinase-Glo ATP depletion luminescence. hit rate 0.15% among 160,000. inhibition, % at 12.5 µM;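 also: 0% = negative control wells and 100% = reference inhibitor with no enzyme activity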
An asterisk follows results filed as active; x = not tested or not shown. Rule as the data show it, unless noted: active = inhibition above about 40%; inactive = the rest.

Preview:
SMILES | NPYLR7 agonist | hcGAS lum | mcGAS inh
O[C@H]1CCN(c2ccc(-c3nc(-c4cccc(C(F)(F)F)c4)no3)cn2)C1 | -3 | -5 | -12
O=C(c1ccc(-c2nnco2)cc1)N1CCN(S(=O)(=O)c2ccccc2Cl)CC1 | -5 | -7 | x

The whole of this part, repeating the preview:
SMILES | NPYLR7 agonist | hcGAS lum | mcGAS inh
O[C@H]1CCN(c2ccc(-c3nc(-c4cccc(C(F)(F)F)c4)no3)cn2)C1 | -3 | -5 | -12
O=C(c1ccc(-c2nnco2)cc1)N1CCN(S(=O)(=O)c2ccccc2Cl)CC1 | -5 | -7 | x
c1cn(-c2ccc3cn[nH]c3c2)c(-c2ccc(C3CCCO3)s2)n1 (stereo unspecified) | 1 | -2 | x
O=C(NCc1ccco1)c1ccc(CSc2nnc(-c3ccncc3)n2-c2cccc(Cl)c2)cc1 | 12 | 1 | -3
COCCN(Cc1ccncc1)Cc1cccs1 | 6 | -7 | -16
CCc1noc(C)c1C(=O)N(CC)CC1CCN(CCc2ccccc2C)CC1 | 6 | -10 | -11
Cc1cc(C)c2c(n1)nn1c(NCCOCCO)cc(C)nc21 | -3 | -1 | -7
Fc1ccccc1-c1noc(N2CCOCC2)c1CNCc1ccco1 | 21 | -2 | x
CC(C(=O)Nc1ccc(F)c(F)c1)N1CCN(C(=O)c2cccs2)CC1 (stereo unspecified) | 5 | -5 | -5
Cc1nccn1CC(C)CNC(=O)c1cncc(-c2cnn(C)c2)c1 (stereo unspecified) | 10 | -6 | x
COc1ccc(S(=O)(=O)N2CCCC(C(=O)Nc3cc(C)ccn3)C2)cc1 (stereo unspecified) | 3 | -4 | -10
C=CCCC(O)CN(CCC(C)C)Cc1nc2sc3c(c2c(=O)[nH]1)CCC3 (stereo unspecified) | -6 | 1 | 2
CCN(CC)S(=O)(=O)c1ccc2nc(N3CCN(c4ccccc4F)CC3)cnc2c1 | 12 | -2 | -2
CCC(C)(NCCCS(C)(=O)=O)c1nccs1 (stereo unspecified) | 4 | -9 | x
O=C(Nc1ccccc1F)c1cc(-c2ccccc2Cl)nc2ccccc12 | 5 | -4 | -6
Cc1ccc2[nH]c3c(c2c1)SC(C)(C)CC3=O | -1 | 1 | -5
CC(=O)N[C@H]1CCN(C(=O)C[C@@H]2[C@H](O)CCC3[C@]4(C)CO[C@@H](Cc5ccccc5)O[C@@H]4CC[C@]32C)C1 (stereo partly specified) | -8 | 2 | -2
CS(=O)(=O)N1CCN(C(=O)CCN2CCc3sccc3C2c2cccc(F)c2)CC1 (stereo unspecified) | 8 | -4 | -5
O=C(/C=C/c1cccc(Br)c1)Nn1cnnc1 | -8 | 5 | x
Cc1cc(C)cc(-n2nnc3c(=O)[nH]cnc32)c1 | -7 | 1 | x
CN(C(=O)NCc1ccc(-n2cccn2)cc1)C1CCCCC1 | -23 | -8 | x
COc1ccc(C(=O)Nc2ccc(-c3onc4c3CCCC4)cc2)cc1C(F)(F)F | 3 | 2 | 0
CC1=NCCN=C(C(F)(F)F)C1Br (stereo unspecified) | 2 | -1 | x
Cc1nc2n(n1)CC(NCC(=O)N(C)CCC#N)CC2 (stereo unspecified) | 9 | -8 | x
CCCC1COCCN1Cc1cnc(OC)nc1 (stereo unspecified) | 11 | -7 | x
Cn1cc(CN(C/C=C/c2ccccc2)C2CC2)cn1 | x | 1 | 0
Cc1ccc(Nc2nc(NCCCn3ccnc3)nc3[nH]ncc23)cc1 | 2 | -10 | x
CN=C(NC(C)C1CCCO1)N1CCC(C)CC1 (stereo unspecified) | 1 | -11 | x
CNC(=O)CN(C(=O)c1cccc(C#N)c1)c1cccc(F)c1 | 11 | -12 | x
CCCc1cnc(C)nc1N1CCC(O)(C(=O)O)CC1 | -1 | -4 | x
COc1cccc(-c2cc(C(=O)NCCc3ccccn3)n(-c3cccc([N+](=O)[O-])c3)n2)c1 | -2 | -3 | -6
CCOc1ccccc1N1CCN(C(=O)c2cc(-c3ccc(Cl)cc3)n(-c3ccccc3OC)c2C)CC1 | 1 | -7 | -4
CC(=O)OC/C=C(C)/C=C/C=C(C)/C=C/C1=C(C)CCCC1(C)C | -13 | -2 | x
COc1ccc(C(=O)NNC(=O)c2cc(Br)c[nH]2)c(OC)c1 | 2 | 1 | -2
Cc1ccc(NS(=O)(=O)c2c(C)noc2C)c(C)c1 | 11 | -5 | x
CCOc1ccc(-c2c(=O)n(O)c3ccccc3[n+]2[O-])cc1 | 11 | -9 | x
CCc1cc(Oc2ccc(Cl)c(C)c2)nc(SCc2cccc(C)c2)n1 | 26 | -4 | -6
Cc1cc(CNC(=O)c2ccccc2C2CCNC2)ccc1F (stereo unspecified) | 2 | -4 | x
Brc1ccc(C2=Nc3cccc4cccc(c34)N2)o1 | 5 | -20 | x
CCc1nc2ccc(C(=O)Nc3cccc(OCC(=O)N(C)C)c3)cn2c1N(C)Cc1ccc(OC)cc1 | 35 | 0 | -4

Given with each value named: three of the compounds above.
Cc1ccc2[nH]c3c(c2c1)SC(C)(C)CC3=O
  NPYLR7 agonist: -1; hcGAS lum: 1; mcGAS inh: -5

CC(=O)N[C@H]1CCN(C(=O)C[C@@H]2[C@H](O)CCC3[C@]4(C)CO[C@@H](Cc5ccccc5)O[C@@H]4CC[C@]32C)C1 (stereo partly specified)
  NPYLR7 agonist: -8; hcGAS lum: 2; mcGAS inh: -2

CS(=O)(=O)N1CCN(C(=O)CCN2CCc3sccc3C2c2cccc(F)c2)CC1 (stereo unspecified)
  NPYLR7 agonist: 8; hcGAS lum: -4; mcGAS inh: -5

Three entries from above, reformatted:
Every second line gives: NPYLR7 agonist | hcGAS lum | mcGAS inh
CCc1cc(Oc2ccc(Cl)c(C)c2)nc(SCc2cccc(C)c2)n1
  26 | -4 | -6
Cc1cc(CNC(=O)c2ccccc2C2CCNC2)ccc1F (stereo unspecified)
  2 | -4 | x
Brc1ccc(C2=Nc3cccc4cccc(c34)N2)o1
  5 | -20 | x

(cont.)
SMILES | NPYLR7 agonist | hcGAS lum | mcGAS inh
COc1ccc(CCN(C)C2CCCN(C(=O)c3ccsc3)C2)cc1OC (stereo unspecified) | 0 | -10 | x
c1ccc(-c2nc(N3CCCC3)c3ccccc3n2)cc1 | -6 | 4 | 1
C=CCON1C(=O)C(C)(C)N(OCC=C)C(=O)C1(C)C | -8 | -6 | x
CC(=O)Nc1c(C)cccc1C(=O)OC(C)C | 2 | -6 | x
CCC(C)NC(=O)c1cc(-c2ccc(OC)cc2)nc2cc(C(C)(C)C)nn12 (stereo unspecified) | 8 | -5 | -12
COCCN(Cc1cccn1Cc1ccc(C(C)(C)C)cc1)CC(C)O (stereo unspecified) | x | -5 | -6
O=C(Nc1c(Cl)cccc1C(F)(F)F)N[C@H](Cc1ccccc1)C(=O)N1CCC(C(=O)N2CCOCC2)CC1 | -2 | -6 | -7
COc1ccc(Nc2nc(-c3cc4cc(Br)ccc4oc3=O)cs2)cc1 | -3 | -4 | -5
COCc1cc(C)nc(N/N=C\c2ccc(-c3cc(Cl)ccc3Cl)o2)c1C#N | 0 | -3 | -4
Cc1onc(-c2ccccc2Cl)c1C(=O)NCCCN(C)C | 6 | -7 | x
CCC(C(=O)Nc1ccc(-n2nc(OCC(C)C)nc2-c2ccc(C)cc2)cc1)c1ccccc1 (stereo unspecified) | 15 | -4 | -5
CCOCC(=O)NCCn1ncc2c(=O)n(Cc3ccccc3C)cnc21 | -4 | -4 | -9
O=C(O)CCCCCN1C(=O)C2CCCCC2C1=O (stereo unspecified) | 0 | 3 | 0
CC1CN(CCN2C(=O)CNC2=O)CCN1c1nccs1 (stereo unspecified) | -1 | -13 | x
O=C(c1cc2cccc(Br)c2o1)N(Cc1ccncc1)C1CC1 | 6 | -11 | x
O=C(c1cnn(-c2ccccc2)c1C(F)(F)F)N(Cc1ccc(F)cc1)Cc1nc2cc(Cl)ccc2o1 | 9 | 0 | -6
CCn1ccnc1Cn1ccnc1-c1ccccc1-c1ccco1 | 3 | -4 | -7
Cc1ccc2nc(SCC(=O)Nc3ccc(Cl)cc3)nc(=O)n2c1 | 4 | -5 | -6
CNC(=O)c1nn(CN(C)Cc2ccc(SC)cc2)c(=O)c2ccccc12 | 12 | -8 | -6
CC(C)NC(=O)N1CC[C@@H](CC(=O)O)[C@@H](CCN(C)CCc2ccccn2)C1 | -12 | -4 | -5
CCN(c1ccc(NS(=O)(=O)c2ccc(C)c(C)c2)cc1)C(C)C | -1 | -3 | x
Cc1cc(Cl)cc(Cl)c1CNC(=O)c1cncn1-c1cccc(-c2cccc(OC(F)(F)F)c2)c1 | 6 | -5 | -6
COCCN1CCC(CN2CCC3(CCCN(C(=O)C4CCCC4)C3)C2)CC1 (stereo unspecified) | -3 | -3 | x
CCC(=O)N(CCCOC)Cc1c(-c2ccccc2)noc1N1CCCC1 | 9 | -3 | -5
Cc1nn(CC(=O)N(C)C)c(=O)c2ccccc12 | 1 | 2 | 1
O=C(Cc1ccc(Br)cc1)Nc1ccc(-c2ccc3nncn3n2)cc1 | -12 | -4 | -7
COc1cc(NCCn2cc(C(=O)N3CCSCC3)nn2)ncn1 | 2 | -2 | -13
Cc1nnsc1CN(C)C(=O)c1cc(Cn2ccc3ccccc32)[nH]n1 | 6 | 0 | -11
O=C(Nn1cnc2c(cnn2-c2ccccc2)c1=O)C1c2ccccc2Oc2ccccc21 | -2 | -4 | x
CC1CCC2(CC1)OCC(C(=O)NC(C)c1ccccc1)N2C(=O)c1ccccc1Cl (stereo unspecified) | 2 | -3 | -5
Cc1cccc(NC(=O)C[C@@H]2[C@H](O)CCC3[C@](C)(CO)[C@H](O)CC[C@]32C)n1 (stereo partly specified) | -13 | -5 | -6
C=C(NN=C1CC2CCC1(C)C2(C)C)c1cc(OC)ccc1O (stereo unspecified) | -1 | -8 | -9
Cc1ccsc1CCNC(=O)C1(Oc2cccnc2C)CCNCC1 | 7 | -3 | x
CCN=C(N)c1ccncc1 | -7 | -4 | -9
CC(=O)Nc1cc(NC(=O)c2cc(Br)c(Br)s2)ccc1F | -6 | -14 | x
COc1ccc(Nc2ncnc3[nH]ncc23)cc1OC | 15 | 1 | x
Cc1cncc(N2CCC[C@H]2CO)n1 | -4 | -6 | x
CCOCCOc1nc(-c2cccc(C(F)(F)F)c2)n(-c2cccc(NC(=O)c3ccc(C)cc3)c2)n1 | 5 | 0 | -3
COc1cccc(C(C)N(C)C(=O)c2ccnn2C(F)F)c1 (stereo unspecified) | 1 | -5 | x
O=C(Nc1ccc2c(c1)CN(C1CCOCC1)CC2)C1CCCO1 (stereo unspecified) | 10 | -7 | x

An excerpt from above in order of count of non-hydrogen atoms, lowest first:
SMILES | NPYLR7 agonist | hcGAS lum | mcGAS inh
CCCc1cnc(C)nc1N1CCC(O)(C(=O)O)CC1 | -1 | -4 | x
COc1cccc(C(C)N(C)C(=O)c2ccnn2C(F)F)c1 (stereo unspecified) | 1 | -5 | x
Cc1ccsc1CCNC(=O)C1(Oc2cccnc2C)CCNCC1 | 7 | -3 | x
CNC(=O)c1nn(CN(C)Cc2ccc(SC)cc2)c(=O)c2ccccc12 | 12 | -8 | -6

(further entries)
SMILES | NPYLR7 agonist | hcGAS lum | mcGAS inh
COCCn1c(SCc2ccc(Cl)cc2)nnc1-c1cc(-c2ccccc2)nc2ccccc12 | -4 | -7 | -7
CN(CCNC(=O)C(F)(F)F)C(=O)NC1CCCCC1 | 3 | -6 | -1
Cc1cccc(Oc2ccc(C(=O)NCC3(O)CCCNCC3)cc2)c1 (stereo unspecified) | 5 | 2 | x
CC(CC(=O)NCc1ccc(C(=O)N(C)C)cc1)C1CCCCC1 (stereo unspecified) | 4 | -1 | x
CCOc1ccccc1OCc1ncnn1C | 11 | -11 | x
O=c1nc2c(-c3ccccc3Cl)n[nH]n2c2ccccc12 | -11 | 2 | -1
Cc1cn2c3c(=O)n(CCCNc4ccc(F)cc4)c(=O)n(C)c3nc2n1-c1ccc(F)cc1 | 1 | -4 | -8
COc1ccc(-c2ccc(SCc3cn4ccccc4n3)nn2)cc1 | 24 | -4 | 0
COc1cccc(-c2cnccn2)c1C(=O)N(C(C)C)C(C)C | 1 | -8 | -12
CCn1ccnc1CN(C)c1cc(OC)ncn1 | 9 | -5 | x
O=C(COc1cccc(Cl)c1)N1CCN(c2nccc(-c3ccco3)n2)CC1 | 2 | -4 | -6
O=C(NCCCN1CCOCC1)C1CCc2sc(C(=O)N3CCCC3)cc2C1 (stereo unspecified) | x | -18 | -5
Cc1ccsc1C(=O)N1CCC1(C)C(=O)NS(=O)(=O)c1ccccc1C(F)(F)F (stereo unspecified) | 1 | -11 | x
CC(C)N1CCc2cc(CN3CCN4C(=O)CNC(=O)C4C3)ccc21 (stereo unspecified) | 3 | -3 | x
NC(=O)c1ccc(CN(Cc2nc(-c3cccs3)no2)C2CC2)cc1 | 6 | -8 | x
O=C(CSc1c[nH]c2ccccc12)N1CCCCC1 | -1 | -4 | x
Cc1nn(CC(=O)N2CCCC2)c(=O)c2cc3occc3n12 | 4 | -10 | -2
CCOC(=O)CCc1c(C)nc2ncnn2c1NCC1CCCCC1 | -2 | 9 | 4
Oc1ccccc1CN1CCCn2cccc2C1c1cccc(C(F)(F)F)c1 (stereo unspecified) | 4 | -6 | -5
CCCc1cc(C(=O)N2CCCC(C(=O)NCCCO)C2)n[nH]1 (stereo unspecified) | 0 | -5 | -11
COc1cc(C=NNP2(=O)C=C(c3ccccc3)OC(c3ccccc3)=C2)ccc1O | 4 | -10 | x
CCOC(=O)c1cc(-c2ccc(N3CCN(C(=O)c4c(C)noc4C)CC3)cc2)n(-c2ccccn2)n1 | 8 | -2 | -3
